# NTR1 agonist = agonists of NTR1, primary screen, imaging, U2OS cells, beta-arrestin-GFP, high content (AID 493036) | Neurotensin receptor type 1 (Homo sapiens), P30989 | 330,000 tested, 0.17% active | activation, % at 20 µM | NTR1-U2OS beta-arrestin-GFP spot imaging, agonist mode;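 active = activation at or above 40% of the spot to cytoplasm intensity ratio, with at least 20 cells analyzed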;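 also: 0% = DMSO without peptide and 100% = 100 nM NTR1 peptide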
# Target sequence (P30989 whole entry, looked up): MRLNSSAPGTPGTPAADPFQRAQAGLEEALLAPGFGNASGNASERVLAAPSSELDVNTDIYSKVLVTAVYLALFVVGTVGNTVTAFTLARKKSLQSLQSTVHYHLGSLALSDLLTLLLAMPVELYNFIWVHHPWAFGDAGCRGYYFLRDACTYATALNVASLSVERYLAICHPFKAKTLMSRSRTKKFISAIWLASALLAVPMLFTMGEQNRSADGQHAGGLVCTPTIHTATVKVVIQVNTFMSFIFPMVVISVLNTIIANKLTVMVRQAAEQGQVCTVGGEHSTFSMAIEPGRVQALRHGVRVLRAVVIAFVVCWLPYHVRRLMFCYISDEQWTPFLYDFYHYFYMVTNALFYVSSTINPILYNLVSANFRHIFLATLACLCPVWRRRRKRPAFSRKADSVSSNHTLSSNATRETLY
# Lipid droplet = inhibitors of hepatocyte lipid droplet formation, primary screen, imaging, high-throughput imaging, BODIPY stain; AID 1656, 2009; AML12 mouse hepatocytes, oleate lipid droplets; 240,000 tested, 0.4% active; inhibition, % at 6.5 µM;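 active = lipid droplet intensity inhibited by at least 50%, with more than 500 cells counted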
#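 Material – mouse AML12 hepatocyte cell line, fixed after treatment · Compound dosing – one dose, 6.5 µM compound · Times – compound with oleate, overnight · Measured by – Image-based BODIPY and DAPI two-channel analysis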
# MgcRacGAP inhibition = MgcRacGAP GTPase-activating activity inhibitors, confirmation, biochemical, ADP Hunter fluorescence; MgcRacGAP-stimulated Rac1 GTP hydrolysis, ADP Hunter fluorescence; higher % means a stronger effect; GST-tagged Rac1 F28L mutant substrate; AID 624330, 2012; 340,000 tested, 0.6% active; one-dose inhibition, % at 30 µM; IC50 in µM for titrated hits; Rac GTPase-activating protein 1 (Homo sapiens);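 active = first-screen hits whose inhibition reached a set limit at any dose in the follow-up dose series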;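 also: fluorescence reports GDP produced by GAP-driven GTP hydrolysis; strong numbers were not always called active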
# GPR55 LPI antagonism = GPR55 antagonists blocking LPI-driven arrestin recruitment, primary screen, imaging, U2OS, beta-arrestin-GFP, LPI agonist (AID 2013) | U2OS GPR55 beta-arrestin-GFP translocation imaging, LPI antagonism; higher % means a stronger effect | one-dose inhibition, % at 10 µM; IC50 in µM for titrated hits | 290,000 tested, 0.13% active;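 active = spots per cell inhibited over 60%, with over 100 cells counted and total cytoplasm intensity under 500,000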;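 also: U2OS cells stably carrying GPR55 and arrestin-GFP stimulated by 5 µM LPI near EC80; imaged beta-arrestin-GFP aggregate spots per cell after agonist stimulation; plate controls were LPI-stimulated DMSO wells for no effect and DMSO wells without LPI for full effect; some results filed as inactive read as strong as hits; confirmed hits need IC50 under 10 µM and bright autofluorescent wells are also inconclusive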
# T cell modulator = modulators of CD8 T cell-vesicle binding, primary screen, mouse 2C CD8+ T cells, flow cytometry; 330,000 tested, 0.068% active; 2C CD8+ T cell-vesicle binding; active compounds read low; calls only at 7 µM;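 active = response, share of CD8 T cells binding vesicles, and their 90th percentile fluorescence all below set limits, cut at about 80% in these data, passing the limit was not always enough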
#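 Also added: QL9-peptide-loaded Drosophila micro-vesicles bearing Ld, ICAM-1 and B7-1; Test system: purified 2C TCR transgenic mouse naive CD8+ T cells; Measured by: cytometric PE anti-B7-1 and Alexa647 anti-CD8 signals after 1% paraformaldehyde fixation; Timing: binding step 1.5 h, 37 °C, antibody labelling 20 min, ice.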
# GPR55 beta-arrestin = GPR55 agonists via beta-arrestin recruitment, primary screen, imaging, U2OS cells, beta-arrestin-GFP redistribution (AID 1961) | activation, % at 10 µM, or EC50 in µM where a hit was titrated | U2OS GPR55 beta-arrestin-GFP redistribution imaging; higher % means a stronger effect | 290,000 tested, 0.048% active;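 active = activation above 40% with more than 50 cells counted in the well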;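 also: U2OS osteosarcoma cells stably expressing GPR55 and beta-arrestin-GFP; plate controls were DMSO negative control for no effect and LPI positive control for full effect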
# LYP inhibition = inhibitors of LYP phosphatase, biochemical, fluorescence intensity, uHTS (AID 1779). 290,000 tested, 0.054% active. Tyrosine-protein phosphatase non-receptor type 22 (Homo sapiens). recombinant LYP phosphatase, fluorescence intensity; higher % means a stronger effect. inhibition, % at 11.5 µM; hits with a dose series show IC50 in µM; in the data active = inhibition above about 50%;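 also: plate controls were vehicle with enzyme for no effect and no enzyme for full effect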
# Large T inhibition = SV40 large T antigen inhibitors, biochemical (AID 1903). SV40 large T antigen ATPase/helicase inhibition assay; higher % means a stronger effect. one-dose inhibition, % at 20 µM; IC50 in µM for titrated hits. 310,000 tested, 0.39% active; in the data active = a potency from the dose series; also: strong numbers were not always called active
# GPR35 antagonists = GPR35 antagonists blocking zaprinast-driven arrestin recruitment, primary screen, imaging, U2OS, beta-arrestin-GFP, zaprinast agonist (AID 2058). G-protein coupled receptor 35 (Homo sapiens). U2OS GPR35 beta-arrestin-GFP translocation imaging, zaprinast antagonism; higher % means a stronger effect. 290,000 tested, 0.052% active. inhibition, % at 10 µM, or IC50 in µM where a hit was titrated;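 active = inhibition of at least 50% with at least 30 cells and total cytoplasm GFP at most 10,000,000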
# Lipid droplet cells 6.5 µM = second read-out of Lipid droplet, no call of its own (marks repeat the call); cell count; measured here: cell count, cytotoxicity flag;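 cells counted across two imaged fields per well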
# T cell modulator vesicle-bound % = recorded beside T cell modulator, whose call it bears; double positive events, %; measured here: CD8+ vesicle-bound cell fraction;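 binding gate set so that unloaded-vesicle control wells show 10% double positive cells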
# NTR1 agonist cell count 20 µM = second read-out of NTR1 agonist, no call of its own (marks repeat the call); cell count; measured here: cell count, cytotoxicity flag
# Starred values were filed as active, the others as inactive; i = inactive; . = no result given.
1	CCC(=O)N1c2ccc(S(=O)(=O)CCC(=O)NCCC3=CCCCC3)cc2CC1C (stereo not given)
2	CC(=O)NNS(=O)(=O)c1scc(S(=O)(=O)c2ccc(Cl)cc2)c1C
3	O=C1C(Cl)=C(NCC2CCCO2)C(=O)N1CCc1ccccc1 (stereo not given)
4	NS(=O)(=O)c1cc2c(cc1Cl)NC(c1ccccc1OCC(=O)O)NS2(=O)=O (stereo not given)
5	N/C(=N\OC(=O)CC(c1ccccc1)c1ccccc1)c1cccnc1
6	COc1ccc(/C=N/NC(=O)c2cc(C(C)(C)C)[nH]n2)cc1COc1ccc(F)cc1F
7	COc1ccc(OC)c(/C(O)=C/C(=O)C(=O)Nc2cc(C)ccc2OC)c1
8	CCOC(=O)c1sc(NC(=O)C(OC(C)=O)c2ccccc2)nc1C (stereo not given)
Screen / compound no.,1,2,3,4,5,6,7,8
GPR55 beta-arrestin,0.2%,0.4%,-0.1%,-0.1%,0.5%,-0.7%,-0.1%,-0.3%
NTR1 agonist cell count 20 µM,62,44,71,48,50,58,87,71
T cell modulator,i,i,i,i,i,i,i,i
LYP inhibition,-9.0%,-8.1%,6.1%,-4.8%,-6.6%,12.3%,-0.2%,-1.7%
GPR35 antagonists,-5.3%,-1.0%,-7.5%,6.8%,-2.7%,-6.8%,13.9%,.
GPR55 LPI antagonism,5.3%,0.3%,4.4%,-2.9%,9.6%,6.7%,-5.5%,1.0%
MgcRacGAP inhibition,4.4%,14.9%,7.1%,5.7%,-1.0%,-0.1%,5.8%,4.7%
T cell modulator vesicle-bound %,50.2,25.0,26.1,45.1,38.5,23.6,46.7,55.6
Lipid droplet cells 6.5 µM,.,.,707,852,714,715,808,563
NTR1 agonist,-0.9,-0.7,1.6,0.2,0.7,1.4,-0.3,1.3
Lipid droplet,.,.,-8.6,-0.5,-6.5,-4.3,6.8,-9.6
Large T inhibition,-0.7%,24.1%,2.4%,9.8%,6.7%,9.6%,0.7%,2.5%

9	N/C(=N\OC(=O)c1cccc(Cl)c1)c1ccncc1
10	COc1ccc(Cl)cc1NC(=O)NC(C)C(C)(C)C (stereo not given)
11	Cc1c(Cl)cccc1NC(=O)NNC(=O)CCc1ccccc1
12	Cc1ccc(S(=O)(=O)Nc2ccc(S(=O)(=O)Nc3cc(C)nc(C)n3)cc2)cc1
13	CCn1c(CN2CCN(C(=O)c3ccco3)CC2)nc2c1c(=O)n(C)c(=O)n2C
14	CC(NC(=O)c1cccnc1)C(=O)O (stereo not given)
15	CC(O)CC(C(=O)NNc1ccccc1)C(=O)NNc1ccccc1 (stereo not given)
16	Cc1ccc(NC(=O)CCc2c(C)nn(-c3ccc(N4CCOCC4)nn3)c2C)cc1F
Screen / compound no.,9,10,11,12,13,14,15,16
GPR55 beta-arrestin,-0.1%,-0.3%,-0.1%,-0.1%,0.7%,-0.2%,-0.1%,-0.2%
NTR1 agonist cell count 20 µM,113,77,51,60,73,65,55,60
T cell modulator,i,i,i,i,i,i,i,i
LYP inhibition,-14.4%,-0.5%,-6.0%,-14.5%,-9.8%,-2.4%,-4.4%,-8.1%
GPR35 antagonists,10.1%,2.2%,0.2%,21.8%,-3.9%,2.8%,-10.9%,-8.0%
GPR55 LPI antagonism,14.1%,-7.4%,6.7%,-2.2%,33.4%,11.7%,7.7%,-1.2%
MgcRacGAP inhibition,7.3%,2.2%,6.4%,1.9%,-7.2%,2.9%,-0.4%,-5.8%
T cell modulator vesicle-bound %,66.3,27.8,58.5,16.3,53.5,54.8,33.3,4.7
Lipid droplet cells 6.5 µM,651,677,871,712,735,639,658,741
NTR1 agonist,-0.5,0.6,0.1,0.0,2.6,2.8,1.6,-0.5
Lipid droplet,-5.3,2.4,4.6,-8.8,1.7,7.3,11.4,16.0
Large T inhibition,15.8%,5.7%,-6.7%,5.7%,7.5%,1.3%,16.1%,-1.3%

17	CCN(CCCCCN(C)C)Cc1cc2ccccc2o1
18	Fc1cccc(Cl)c1Cn1nnc(-c2ccc3c(c2)OCO3)n1
19	CCN1CCCC1CNC(=O)c1cc2c(-c3ccc(Cl)cc3)nn(C)c2s1 (stereo not given)
20	Cc1n(C)c2cc(Cl)ccc2[n+]1Cc1ccccc1
21	COc1ccc(N2C(=O)CSC23C(=O)N2c4c(cccc43)C(C)=CC2(C)C)cc1 (stereo not given)
22	Cc1ccc(OCCn2c(CCCO)nc3ccccc32)cc1
Screen / compound no.,17,18,19,20,21,22
GPR55 beta-arrestin,-0.4%,0.0%,-0.2%,-0.5%,-0.1%,-0.2%
NTR1 agonist cell count 20 µM,73,55,49,39,79,77
T cell modulator,i,i,i,i,i,i
LYP inhibition,-6.1%,-2.4%,-6.3%,-7.5%,6.3%,-9.7%
GPR35 antagonists,-6.4%,-6.2%,0.8%,-17.0%,-1.9%,6.8%
GPR55 LPI antagonism,-1.9%,-2.9%,16.1%,1.9%,-6.8%,3.8%
MgcRacGAP inhibition,3.4%,4.2%,24.9%,0.0%,3.3%,9.6%
T cell modulator vesicle-bound %,10.2,26.0,41.9,35.9,31.2,5.1
Lipid droplet cells 6.5 µM,630,786,.,685,806,710
NTR1 agonist,0.3,2.1,9.3,0.8,6.3,-2.5
Lipid droplet,6.7,-0.2,.,2.0,-17.6,0.5
Large T inhibition,-3.2%,10.0%,6.4%,33.0%,-0.5%,14.3%

# A draw from above in order of formula weight, descending.
6	COc1ccc(/C=N/NC(=O)c2cc(C(C)(C)C)[nH]n2)cc1COc1ccc(F)cc1F
12	Cc1ccc(S(=O)(=O)Nc2ccc(S(=O)(=O)Nc3cc(C)nc(C)n3)cc2)cc1
2	CC(=O)NNS(=O)(=O)c1scc(S(=O)(=O)c2ccc(Cl)cc2)c1C
13	CCn1c(CN2CCN(C(=O)c3ccco3)CC2)nc2c1c(=O)n(C)c(=O)n2C
7	COc1ccc(OC)c(/C(O)=C/C(=O)C(=O)Nc2cc(C)ccc2OC)c1
8	CCOC(=O)c1sc(NC(=O)C(OC(C)=O)c2ccccc2)nc1C (stereo not given)
15	CC(O)CC(C(=O)NNc1ccccc1)C(=O)NNc1ccccc1 (stereo not given)
10	COc1ccc(Cl)cc1NC(=O)NC(C)C(C)(C)C (stereo not given)
20	Cc1n(C)c2cc(Cl)ccc2[n+]1Cc1ccccc1
14	CC(NC(=O)c1cccnc1)C(=O)O (stereo not given)
Screen / compound no.,6,12,2,13,7,8,15,10,20,14
GPR55 beta-arrestin,-0.7%,-0.1%,0.4%,0.7%,-0.1%,-0.3%,-0.1%,-0.3%,-0.5%,-0.2%
NTR1 agonist cell count 20 µM,58,60,44,73,87,71,55,77,39,65
T cell modulator,i,i,i,i,i,i,i,i,i,i
LYP inhibition,12.3%,-14.5%,-8.1%,-9.8%,-0.2%,-1.7%,-4.4%,-0.5%,-7.5%,-2.4%
GPR35 antagonists,-6.8%,21.8%,-1.0%,-3.9%,13.9%,.,-10.9%,2.2%,-17.0%,2.8%
GPR55 LPI antagonism,6.7%,-2.2%,0.3%,33.4%,-5.5%,1.0%,7.7%,-7.4%,1.9%,11.7%
MgcRacGAP inhibition,-0.1%,1.9%,14.9%,-7.2%,5.8%,4.7%,-0.4%,2.2%,0.0%,2.9%
T cell modulator vesicle-bound %,23.6,16.3,25.0,53.5,46.7,55.6,33.3,27.8,35.9,54.8
Lipid droplet cells 6.5 µM,715,712,.,735,808,563,658,677,685,639
NTR1 agonist,1.4,0.0,-0.7,2.6,-0.3,1.3,1.6,0.6,0.8,2.8
Lipid droplet,-4.3,-8.8,.,1.7,6.8,-9.6,11.4,2.4,2.0,7.3
Large T inhibition,9.6%,5.7%,24.1%,7.5%,0.7%,2.5%,16.1%,5.7%,33.0%,1.3%

# Screens as filed in PubChem BioAssay.

# The order is random; about 1.8% have a hit in one of these screens.
